ERK EGF block – qHTS Assay for Inhibitors of the ERK Signaling Pathway using a Homogeneous Screening Assay; Stimulation with EGF; HEK293-V1b, EGF-stimulated phospho-ERK AlphaScreen; Potency, µM (titrated, usually from 11.5 µM), inactives show at the top dose activity change, negative = inhibition, most hits filed as inhibitors; 130,000 compounds, 0.41% hits; AID 1454, 2008; active = well fitted inhibition curve with a large enough effect; inconclusive = small, poorly fitted or top-dose-only effect, or effect the other way;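 note: plate controls were stimulated vehicle wells for no effect and unstimulated vehicle basal for full effect; nearly all actives have a fitted effect of over 55% in size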
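HEK293 cells stably expressing V1b receptor, serum-reduced (1% FBS) overnight, got compound for 30 min at 37C, then 25 nM EGF for 5 min. Lysate phospho-ERK read by AlphaScreen SureFire; AC50 from Hill fits.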
Numbers without * were called inactive; u = inconclusive; [ ] = dose if it differs, or a comment. Potency is the fitted concentration of half-maximal effect. Some of the compounds tested (hit frequency here may not be typical).

SMILES	ERK EGF block
O=C(N/N=C/c1ccc(N2CCOCC2)cc1)c1ccccc1NS(=O)(=O)c1cccs1	4%
O=C(CSc1nc2ncc(Br)cc2[nH]1)c1ccc([N+](=O)[O-])cc1	8%
NC(=O)Cn1nc(C(F)(F)F)c2c1CCCC2	-8%
CN(C(=O)c1coc(=O)c2ccccc12)c1ccc(Br)cc1	-1%
OCc1nnn(-c2ccccc2)c1CO	-15%[57.5 µM]
CC[C@](C)(CN(C)C)OC(=O)c1ccccc1	8%[25.7 µM]
COc1cccc(CN(C(=O)/C=C/c2ccc(Cl)cc2)C2CCS(=O)(=O)C2)c1 (centres undefined)	-6%
O=C(O)CN1C(c2ccccc2)=Nc2ccc(Br)cc2C1c1ccccc1 (centres undefined)	5%
Cc1ccc(NNC(=O)c2cccs2)cc1Cl	0%[57.5 µM]
COC(=O)Cn1c(=NC(=O)c2ccc([N+](=O)[O-])s2)sc2cc(Br)ccc21	5%
CC(C)(C)NC(=O)NC(=O)COC(=O)C1(C)CC1(Cl)Cl (centres undefined)	-1%
O=C(N/N=C/c1cccnc1)c1ccccc1OCc1ccc(Br)cc1	8%
CC1CCN(C(=O)CNC(=O)Cc2ccccc2)CC1	-8%
CC1C(C)C(O)(c2ccccc2)CCN1C (centres undefined)	-2%
CC1(C(=O)Nc2ccc3ccccc3c2)CC1(Br)Br (centres undefined)	5%
Cc1ccccc1NC(=O)c1c(C)cc(=O)oc1C	-20%[57.5 µM]
Cc1ccc(NC(=O)C(OC(=O)c2ccc(C=O)cc2)c2ccccc2)cc1Cl (centres undefined)	7%
CC1CCCCC12NC(=O)N(Cc1cc(=O)n3ccsc3n1)C2=O (centres undefined)	1%[57.5 µM]
COc1cc(/C=C2/NC(=O)N(Cc3ccccc3F)C2=O)ccc1Oc1ccc([N+](=O)[O-])cn1	-8%
CCCCN(Cc1ccccc1)S(=O)(=O)c1ccc2c(c1)n(C)c(=O)c(=O)n2C	4%[57.5 µM]
CC1(C)Cc2ccccc2C(NNC(=O)c2cccnc2)=N1	0%
NC(N)=NN=C1CCCCCCCCCCC1	-1%[57.5 µM]
Cc1cccn2c(CN(C)CCC3CCCCO3)c(C(=O)N3CCCCC3)nc12 (centres undefined)	u
COc1ccc2[nH]c(=O)c(CN(CC3CCCO3)S(=O)(=O)c3ccccc3)cc2c1 (centres undefined)	-17%[57.5 µM]
O=C(NCCNc1ccc([N+](=O)[O-])cc1)c1ccco1	-10%[57.5 µM]
Cn1c(-c2ccc(F)cc2)cnc1SCC(=O)NNC(=O)Cc1ccccc1	-2%
FC(F)(F)c1nc(SCc2ccc(Cl)cc2Cl)n[nH]1	-5%[57.5 µM]
COc1ccc(/C=N/NC(=S)Nc2cc(S(=O)(=O)N3CCOCC3)ccc2N2CCOCC2)cc1O	4%
O=C(NC(=S)Nc1ccccc1N1CCN(C(=O)c2ccccc2)CC1)c1cccs1	6%[57.5 µM]
Nc1nc(SCC(=O)Nc2ccc([N+](=O)[O-])cc2Br)n[nH]1	-6%
O=C(c1cnn(C(=O)c2ccc(O)cc2)c1)c1ccccc1O	-9%
Cc1ccc(NC2=C(NCCO)C(=O)c3ccccc3C2=O)cc1	u
COc1ccc(CCNC(=O)N2CCOCC2)cc1	16%
Cc1ccc(C)c(CSC2=NCCN2C(=O)Cc2ccc([N+](=O)[O-])cc2)c1	-4%
CCCc1nc(SCC(=O)Nc2ccc(S(=O)(=O)N(C)C)cc2)c2ccccc2n1	1%
CCc1ccc(OC)c(-c2csc(N)n2)c1	0%
Cc1ccc(-c2[nH]ncc2/C=N/n2c(COc3ccccc3)nc3ccccc3c2=O)cc1	6%
C[C@@H]1C(=O)O[C@H]2[C@H]1CC[C@@]1(C)C(=O)C=C[C@@](C)(O)[C@H]21	-4%[57.5 µM]
COc1ccc(Cl)cc1-c1nc(SCC(=O)NC(C)C)n[nH]1	0%
CCOc1ccc(-n2c(SCc3cc(=O)oc4cc(C)c(C(C)C)cc34)nnc2-c2cccnc2)cc1	-3%
COc1ccc(-c2nc3cnc(N4CCN(C)CC4)nc3n(CCC#N)c2=O)cc1	u
COc1ccc2c(c1)CCc1cn3ncc(C#N)c3nc1-2	6%
CCOc1cc(C(=O)Nc2cc(C)ccc2OC)ccc1OCC(=O)N1CCCCC1	4%
Nc1nn2cc(-c3ccc(Br)cc3)nc2c2ccccc12	2%[57.5 µM]
CCCOc1ccccc1C1CC(=O)Nc2cc3c(cc21)OCCO3 (centres undefined)	9%
O=C(NCc1ccncc1)c1cc(C(=O)C2CC2)c[nH]1	-10%
COc1ccc(NC(=O)CSc2nnc(CCC(=O)O)c(=O)n2N)cc1	-8%
O=S(=O)(c1ccc(NC(=S)NC2CCCC2)cc1)N1CCCC1	-7%
COc1ccc2oc(=Nc3ccccc3)c(-c3nc4ccccc4[nH]3)cc2c1	-5%
COC(=O)N/N=C/c1cn(CCOc2ccccc2)c2ccccc12	-3%[57.5 µM]
CCOC(=O)c1n[nH]c(=O)c2ccccc12	-4%[57.5 µM]
Cc1cc2nc(C)c3c(n2n1)CCC3	1%
CCCCC1=CC2=CC(=O)C(C)(OC(=O)CC)C(=O)C2=CN1Cc1ccccc1 (centres undefined)	15%[57.5 µM]
CN(C)S(=O)(=O)c1ccc(NC(=S)NC(=O)Cc2ccccc2)cc1	0%[57.5 µM]
CC(C)(C)CN1C(N)=NC[C@@H]1Cc1ccc(O)cc1	15%[57.5 µM]
CC(C)C(C)(C#N)NC(=O)CSc1nc2scc(-c3ccccc3)c2c(=O)[nH]1 (centres undefined)	6%
CNS(=O)(=O)c1cccc(C(=O)OCC(=O)N(Cc2ccccc2)C(C)(C)C)c1	3%
COc1cc(NC(=S)NCCc2ccccc2)c(OC)cc1NC(=O)CC(C)C	1%
C=C(C)[C@H]1CC=C(C)C(=O)C1	1%
Cc1nnc(SCC(=O)N2CCCC2)n(N)c1=O	-3%
Remaining list, next part.
SMILES	ERK EGF block
CCOC(=O)c1sc(-c2cccs2)nc1C	5%
Cc1ccc2cccnc2c1N	2%
O=C(NC[C@H]1CCCCN1)c1cc(OCC(F)(F)F)ccc1OCC(F)(F)F	-19%
CCCCCSc1nnc(-c2ccccc2N)c(=O)[nH]1	7%
O=[N+]([O-])c1ccc(N/N=C/c2cccc(O)c2O)c(S(=O)(=O)N2CCOCC2)c1	u
O=c1c(-c2ccc(Br)cc2)[n+]([O-])c2ccccc2n1OCc1ccccn1	-9%
CCC#CCOCC(=O)Nc1ccccc1	3%
C/C(CC(C)C)=N\Oc1nc(C)cc(C)n1	-12%[57.5 µM]
Cc1nc2sc(C(c3cccs3)N3CCC(C(N)=O)CC3)c(O)n2n1 (centres undefined)	9%
CCn1c2ccccc2c2nc3cc(C(=O)O)ccc3nc21	5%
CCN(c1ccc(NC(=O)CCNC(=O)c2ccco2)cc1)C(C)C	-4%
O=C(N/C(=C/c1cn(-c2ccccc2)nc1-c1ccccc1)C(=O)N1CCOCC1)c1ccccc1	-1%
CCOC(=O)Cn1nc(C)c(NC(=O)COc2ccc(F)cc2F)c1C	0%
CCC(C)(C)C(=O)Nc1cccc(Cl)c1C	-4%
CN1CCN(c2ccc(S(=O)(=O)N3CCCCC3)cc2NC(=O)c2ccc(C#N)cc2)CC1	5%
OC(COc1cccc2ccccc12)CN1CCN(c2ccccc2Cl)CC1 (centres undefined)	u
Cc1cc(CNC(=O)C(C)n2cc([N+](=O)[O-])cn2)c2ccccc2n1 (centres undefined)	1%[57.5 µM]
COc1ccc(-n2c(SCC(=O)N3CCCC3)nc3ccccc3c2=O)cc1	12%
CCc1cc2c(=O)c(-c3nc4ccccc4[nH]3)coc2c(CN2CCCCC2C)c1O (centres undefined)	-8%[57.5 µM]
CNc1ccnc(-c2ccccc2C(F)(F)F)n1	29%

Five of the entries above in order of the ERK EGF block value, smallest number first:
structure,ERK EGF block
O=c1c(-c2ccc(Br)cc2)[n+]([O-])c2ccccc2n1OCc1ccccn1,-9%
CCN(c1ccc(NC(=O)CCNC(=O)c2ccco2)cc1)C(C)C,-4%
O=C(N/C(=C/c1cn(-c2ccccc2)nc1-c1ccccc1)C(=O)N1CCOCC1)c1ccccc1,-1%
Cc1nc2sc(C(c3cccs3)N3CCC(C(N)=O)CC3)c(O)n2n1 (centres undefined),9%
COc1ccc(-n2c(SCC(=O)N3CCCC3)nc3ccccc3c2=O)cc1,12%

The list continues:
SMILES	ERK EGF block
Cc1ccc(SCCNC(=O)c2ccc(CN3CCOCC3)cc2)cc1	-12%
O=Cc1ccc(OCc2cccc(C(F)(F)F)c2)cc1O	1%
CCOc1ccccc1NC(=O)COC(=O)CNS(=O)(=O)c1ccc(C)cc1	9%
COc1ccccc1NC(=O)c1ccc(NC(=O)CSc2ncccn2)cc1	-3%
COc1ccc2c(c1OC)C(=O)N(c1ccc(O)cc1)C2=O	-5%[57.5 µM]
Cn1cc(/C=N\O)nc2c(=O)n(-c3ccccc3)c(=O)nc1-2	-4%
Cc1ccnc(NC(=O)c2ccc3c(c2)S(=O)(=O)c2ccccc2C3=O)c1	u
COc1ccc(/C=C(\C#N)C(=O)NCC(c2ccc(F)cc2)N2CCOCC2)cc1 (centres undefined)	-1%[57.5 µM]
CN(C)CC(C)(C)CNC(=S)Nc1cc(S(=O)(=O)N2CCOCC2)ccc1Cl	2%
CCOc1ccc(C(=O)NC(=S)NCc2cccnc2)cc1[N+](=O)[O-]	3%
Cc1cc(C)n(-c2nc3ccccc3nc2Nc2ccc3c(c2)OCO3)n1	u
CN1CCN(c2ccc(CNC(=O)c3cc4ccccc4o3)cc2)CC1	-5%[57.5 µM]
S=C(NCCCN1CCOCC1)N1CCN(c2nc(-c3ccccc3)cs2)CC1	5%
CCC(=O)Nc1nonc1-c1nc2ccccc2n1Cc1cccc2ccccc12	2%
O=C1OC(c2ccccc2)=C/C1=C/N1CCOCC1	9%
CC(C)Nc1c([N+](=O)[O-])c(=O)oc2ccccc12	3%
CC(c1ccccc1)C(Cc1nc2ccccc2[nH]1)c1nc2ccccc2[nH]1 (centres undefined)	u
COc1ccc(NC(=O)COc2ccc(C)cc2)c([N+](=O)[O-])c1	2%
CC(C)(C)NC(=O)Cn1c(=O)n(CC(=O)NC(C)(C)C)c2ccccc21	-5%
C=CCn1c(=S)sc2c(=O)[nH]c(C)nc21	-12%[57.5 µM]

Rewritten as comma-separated lines: part of the list above
mol,ERK EGF block
Cc1cc(C)n(-c2nc3ccccc3nc2Nc2ccc3c(c2)OCO3)n1,u
CC(C)Nc1c([N+](=O)[O-])c(=O)oc2ccccc12,3%
COc1ccc(NC(=O)COc2ccc(C)cc2)c([N+](=O)[O-])c1,2%
COc1ccc2c(c1OC)C(=O)N(c1ccc(O)cc1)C2=O,-5%[57.5 µM]
CC(c1ccccc1)C(Cc1nc2ccccc2[nH]1)c1nc2ccccc2[nH]1 (centres undefined),u

Going on with the list:
SMILES	ERK EGF block
COc1ccc(NC(=O)Cc2c(Cl)cccc2Cl)cn1	9%
CCOC(=O)c1ccc(NC(=S)N2CCCC2)cc1	18%[57.5 µM]
O=C(CN1C(=O)c2ccccc2C1=O)Nc1nccs1	8%[57.5 µM]
NC(=O)C1CCN(C(=O)CSc2ccsc2[N+](=O)[O-])CC1	1%
Cc1cc(C)cc(NC(=O)C2(c3cccs3)CCOCC2)c1	4%
Cc1ccc(C)n1Cc1ccccc1Cl	-3%
O=C(Nc1ccc(F)cc1)c1cc(Cl)sc1Cl	u
CCNc1nc(NCC)nc(N(n2cnnc2)S(=O)(=O)c2ccc(C)cc2)n1	0%
O=C(O)CC(NCc1ccco1)C(=O)OCCCl (centres undefined)	-1%
OC(COc1ccc2cc(Br)ccc2c1)CN1CCOCC1 (centres undefined)	u
COc1ccc(C2=NN(CCC(=O)NCc3cccs3)C(=O)CC2)cc1	1%
Cc1ccc(N2CC(O)=C(c3nc4ccccc4c(=O)[nH]3)C2=N)cc1C	4%
CNS(=O)(=O)c1ccc(NC(=S)Nc2ccc3c(c2)OCO3)cc1	2%
CN1CCN(CC(=O)Nc2cccc([N+](=O)[O-])c2)CC1	-12%
CCOc1cc(NC(=O)c2cnccn2)c(OCC)cc1NC(=O)c1cccc(F)c1	5%
COc1ccc(C(O)c2nc3ccccc3n2C(C)C)cc1 (centres undefined)	8%[57.5 µM]
CC1=C(C(=O)OCCNC(=O)c2ccccc2O)C(c2ccccc2[N+](=O)[O-])C(C(=O)OCC2CCCO2)=C(C)N1 (centres undefined)	0%
O=C1CC(N2CCC(c3nc4ccccc4o3)CC2)C(=O)N1c1ccc(F)cc1 (centres undefined)	-9%
CCOC(=O)C1(CCOC)CCN(C(=O)c2sccc2C)CC1	3%
COc1ccc(/C=C/C(=O)C23CC4CC(CC(C4)C2)C3)cc1CN1CCOCC1	-1%
COc1ccc(Cn2cc(C(=O)O)c(=O)c3ccccc32)cc1	4%

Retrieved by compound from above:
SMILES	ERK EGF block
Cc1ccc(NC2=C(NCCO)C(=O)c3ccccc3C2=O)cc1	u
CCCCC1=CC2=CC(=O)C(C)(OC(=O)CC)C(=O)C2=CN1Cc1ccccc1 (centres undefined)	15%[57.5 µM]
CCC(C)(C)C(=O)Nc1cccc(Cl)c1C	-4%

A second format for part of the listing above.
SMILES | ERK EGF block
CCOC(=O)c1ccc(NC(=S)N2CCCC2)cc1 | 18%[57.5 µM]
CN1CCN(CC(=O)Nc2cccc([N+](=O)[O-])c2)CC1 | -12%

Screening results from PubChem BioAssay.
